LmPK inh: inhibitors of Leishmania mexicana pyruvate kinase. 290,000 compounds, 0.37% hits. Potency, µM (highest dose often 57.5 µM), for the others: at the top dose activity change, negative = inhibition, actives largely listed as inhibitors. AID 1721. Q27686. purified LmPK, Kinase-Glo ATP luminescence, 1 h; further: potency means the concentration at half of the fitted maximal effect
Target sequence (Q27686 whole entry, looked up): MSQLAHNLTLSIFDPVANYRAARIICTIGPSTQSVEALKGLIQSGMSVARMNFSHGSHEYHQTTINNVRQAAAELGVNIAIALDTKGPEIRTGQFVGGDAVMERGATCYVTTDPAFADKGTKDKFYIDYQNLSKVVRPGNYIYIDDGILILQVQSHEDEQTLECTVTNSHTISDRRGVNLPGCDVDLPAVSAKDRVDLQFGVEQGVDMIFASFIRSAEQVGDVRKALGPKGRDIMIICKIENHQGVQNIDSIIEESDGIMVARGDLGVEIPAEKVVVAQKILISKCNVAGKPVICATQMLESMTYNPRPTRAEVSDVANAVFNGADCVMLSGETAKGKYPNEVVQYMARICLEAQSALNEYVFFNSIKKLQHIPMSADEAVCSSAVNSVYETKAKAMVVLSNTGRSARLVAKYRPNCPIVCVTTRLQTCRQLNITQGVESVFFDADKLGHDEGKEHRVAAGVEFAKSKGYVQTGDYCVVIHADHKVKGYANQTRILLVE
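Pyruvate kinase activity monitored as ATP production (luciferase luminescence). Conditions: 0.1 nM enzyme, 0.5 mM PEP, 0.1 mM ADP, 1 h, RT; normalized against uninhibited and no-enzyme wells.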
AmpC detergent: blocks E. coli AmpC beta-lactamase in detergent assay. AmpC hydrolysis of nitrocefin, absorbance 480 nm, 0.01% Triton. Potency, µM (series often up to 114 µM), for the others: at the top dose activity change, negative = inhibition, usual class: inhibitors. P00811. AID 485294. 370,000 compounds, 0.041% hits;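 further: potency means the concentration at half of the fitted maximal effect; 0% = no-compound wells and -100% = no-enzyme wells; nearly all actives have a fitted effect of over 25% in size; some results filed as inactive show a strong effect at the top dose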
Target sequence (P00811 whole entry, looked up): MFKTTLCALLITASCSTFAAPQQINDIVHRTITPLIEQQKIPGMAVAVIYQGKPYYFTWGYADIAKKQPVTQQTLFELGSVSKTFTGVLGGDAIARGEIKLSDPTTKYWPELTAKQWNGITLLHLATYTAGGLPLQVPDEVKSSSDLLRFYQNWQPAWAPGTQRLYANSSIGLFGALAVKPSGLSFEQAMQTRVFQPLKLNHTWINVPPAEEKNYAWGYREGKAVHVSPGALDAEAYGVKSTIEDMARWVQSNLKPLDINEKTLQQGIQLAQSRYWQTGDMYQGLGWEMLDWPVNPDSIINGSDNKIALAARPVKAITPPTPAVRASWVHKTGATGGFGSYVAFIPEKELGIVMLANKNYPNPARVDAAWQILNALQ
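20 mM phosphate pH 7.0 + 0.01% (detergent screen) or 0.0001% Triton X-100; 5.3 nM AmpC reagent; cpd preinc 15 min RT; nitrocefin (800 uM stock) to start; A480 q20 s × 4 min; Activity was normalised to no-enzyme and no-compound control wells.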
TbPYK inhibitor: inhibitors of Trypanosoma brucei pyruvate kinase. TbPYK enzyme, Kinase-Glo Plus ATP luminescence, 45 min. Q57TT1. 410,000 compounds, 0.12% hits. AID 624173. Potency, µM (doses to about 76.8 µM), inactives show at the top dose activity, negative = inhibition, most hits filed as inhibitors; further: potency means the concentration at half of the fitted maximal effect; nearly all actives have a fitted effect of over 50% in size
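ADP (130 uM final) triggers the TbPYK reaction after compound addition; incubation is 45 min at room temperature. Kinase-Glo Plus is then added and luminescence imaged. Normalized data are fitted to concentration-effect curves.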
HCMV inh: inhibitors of human cytomegalovirus. HFF cells, HCMV-luciferase reporter, 72 h; stronger effect = lower value. activity change, negative = inhibition, % at 57.5 µM. 410,000 compounds, 4.5% hits; in the data active means activity change below about -60%; inconclusive means no clear call, values can overlap the other calls; inactive means above about -39%
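Compounds were evaluated in HFFs infected with an HCMV luciferase reporter virus (MOI 1 PFU/cell). Luciferase in lysates collected 72 h post infection served as the replication measure.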
AmpC no deterg: blocks E. coli AmpC beta-lactamase in detergent-free assay; P00811; AmpC nitrocefin hydrolysis, absorbance 480 nm, 0.0001% Triton; Potency, µM (series often up to 57.1 µM), for inactives: at the top dose activity change, negative = inhibition, usual class: inhibitors; 330,000 compounds, 0.52% hits; AID 485341;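 further: potency means the concentration at half of the fitted maximal effect; plate controls were no compound for no effect and no enzyme for full effect; nearly all actives have a fitted effect of over 20% in size; some results filed as inactive show a strong effect at the top dose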
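AmpC (5.3 nM in the dispensed reagent) in 20 mM phosphate pH 7.0 with 0.01% (detergent screen) or 0.0001% Triton X-100 was preincubated with compounds for 15 min at room temperature. Nitrocefin was then added from an 800 uM solution, and hydrolysis was followed at 480 nm.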
AMA1-RON2 inh: AMA1-RON2 (P. falciparum) interaction inhibition. AlphaScreen AMA1-biotinylated RON2 peptide binding. Potency, µM (titrated, usually from 58.2 µM), for the others: top-dose activity change, negative = inhibition, hits mostly inhibitors. 360,000 compounds, 0.2% hits. AID 720542;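 further: potency means the concentration at half of the fitted maximal effect; 0% = vehicle wells and -100% = peptide control; nearly all actives have a fitted effect of over 45% in size; some results filed as inactive show a strong effect at the top dose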
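AMA1 (3D7) with his tag at 25 nM final met compounds first, then biotinylated RON2 peptide at 25 nM; detection used donor plus acceptor beads, 10 µg/mL apiece, read by AlphaScreen after 30 min at room temperature.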
Sm TGR block: blocks Schistosoma mansoni thioredoxin glutathione reductase; Q962Y6; purified TGR, DTNB reduction, TNB absorbance 405 nm; Potency, µM (doses to about 114 µM), inactives show at the highest dose activity change, negative = inhibition, actives largely listed as inhibitors; 360,000 compounds, 3% hits; further: potency means the concentration at half of the fitted maximal effect; nearly all actives have a fitted effect of over 60% in size
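First, TGR (20 nM dispensed) and NADPH were mixed with compound. Second, a 15 min room-temperature incubation followed. Third, further NADPH and then DTNB were added to start the reaction. Finally, TNB absorbance was monitored kinetically.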
Starred values were filed as active, the others as inactive; ? = inconclusive; . = no result given; [ ] = dose if it differs, or a comment. Unless noted, the call rests on the fitted dose curve; in most records, active means well fitted curve in the direction sought with a large enough effect; inconclusive means small, poorly fitted or top-dose-only effect, or another doubt; inactive means no such curve, though single readings can be large; an effect the other way counts as inactive or inconclusive. Unless noted, on the % scale 0 is the no-effect control and ±100 the full control effect.

SMILES | LmPK inh | AmpC detergent | TbPYK inhibitor | HCMV inh | AmpC no deterg | AMA1-RON2 inh | Sm TGR block
N#CC1=C(N)Oc2n[nH]c(-c3ccc(F)cc3)c2C1c1ccncc1 (stereo not given) | -10% | -12% | 7% | -28 | -19% | -2% | -1%
C=C(C)c1cccc(C(C)(C)NC(=O)NCc2ccncc2)c1 | -6% | -2% | -1% | -17 | -18% | 1% | 26%
CCCCOc1ccc(/C=N/NC(=O)c2nnn(-c3nonc3N)c2CN2CCCCCC2)cc1 | . | . | -6% | -7 | . | 26% | .
CC1(C)C(C=C(Cl)Cl)C1C(=O)N1CCN(c2ccccc2)CC1 (stereo not given) | -1% | 1% | 3% | -28 | 26% | -11% | 6%
CC(=O)N1CCC(C(=O)Nc2cc(C)cc(C)c2)CC1 | 0% | -6% | 8% | 10 | -10% | -4% | 5%
CC(=O)c1ccc(S(=O)(=O)N2CCC(NC(=O)Nc3cccc(F)c3)CC2)cc1 | 5% | -3% | 3% | -30 | -14% | -11% | -12%
O=C1NCCN1CCNS(=O)(=O)c1ccccc1[N+](=O)[O-] | -1% | 3% | -6% | 0 | -12% | 11% | 7%
CCCS(=O)(=O)N1CCC(C(=O)NCCOC)CC1 | . | 7% | -6% | 15 | . | . | 4%
COc1ccc2cc3cc(C(=O)NCc4ccc5c(c4)OCO5)oc3nc2c1 | 5% | -14% | 0% | -23 | -40% | 6% | -20%
O=C(Nc1ccccc1Cl)ON=C1c2ccccc2-c2ccccc21 | 0% | -2% | 4% | . | -18% | -5% | 8%
COc1ccc(C(C)(C)C)cc1NC(=O)COC(=O)c1nc2nccc(C)n2n1 | . | -6% | 3% | -25 | 72%[activator] | 14% | 2%
CC(Sc1nc(NCc2ccccc2)nc(N2CCOCC2)n1)C(=O)Nc1ccccc1 (stereo not given) | 8% | -8% | -14% | 1 | -58% | -1% | -14%
CCCCSCCCNC(=O)C1CCN(Cc2nc(-c3ccc(CC)cc3)oc2C)CC1 | . | 11% | 2% | 30 | . | . | 6%
S=C(Nc1ccc2cn[nH]c2c1)Nc1ccc(Cl)cc1Cl | 0% | 4% | -10% | ? | -23% | 41%[activator] | .
CCCCn1c(Cc2ccccc2)nnc1SCC(=O)Nc1cc(C)on1 | 0% | -1% | 6% | 95 | -3% | 15% | -6%
CCOc1ccc(S(=O)(=O)Nc2ccc(C(=O)N3CC(C)OC(C)C3)cc2)cc1 (stereo not given) | . | -13% | -12% | -30 | -4% | 6% | 2%
CCNC(=O)C1(C)CCN(Cc2ccc(C(=O)OCC)o2)C1 (stereo not given) | . | . | -1% | -4 | . | -1% | .
COc1ccc(NC(C)C(=O)Nc2ccc(C#N)cc2)cc1Cl (stereo not given) | 6% | -6% | 4% | -2 | -25% | -7% | 0%
Cc1cc(C)cc(NC(=S)NC2CC3CCCC(C2)N3C2CCCC2)c1 (stereo not given) | 10% | 7% | -3% | -10 | 1% | -7% | 13µM*
O=C(c1ccc(-c2ccccc2)cc1)N1CCN(c2ccccn2)CC1 | -4% | -1% | 0% | -34 | 27% | -7% | 2%
Cc1ccc(SCC(=O)NNC(=O)C2CCCCC2)cc1 | -2% | 1% | -1% | -6 | -11% | 26% | 7%
CC(=O)c1cccc(NC(=O)NC(C)c2ccc3c(c2)OCO3)c1 (stereo not given) | -7% | 3% | 1% | -11 | -35% | -4% | 17%
CCOc1cc2[nH]c(=O)n(CCCCCC(=O)NC(C)CC)c(=O)c2cc1OCC (stereo not given) | . | 7% | 6% | 15 | . | . | 7%
Cc1nc(-c2coc3cc(OCC(=O)O)ccc3c2=O)cs1 | ? | 3% | -9% | -3 | -2% | 0% | 3%
CCCCCNC(=O)C(=O)C1C(=O)Nc2ccccc21 (stereo not given) | 4% | 3% | 4% | 60 | -4% | 59%[activator] | 0%

Some of these compounds in order of SMILES length, high to low.
SMILES | LmPK inh | AmpC detergent | TbPYK inhibitor | HCMV inh | AmpC no deterg | AMA1-RON2 inh | Sm TGR block
CCCCOc1ccc(/C=N/NC(=O)c2nnn(-c3nonc3N)c2CN2CCCCCC2)cc1 | . | . | -6% | -7 | . | 26% | .
COc1ccc2cc3cc(C(=O)NCc4ccc5c(c4)OCO5)oc3nc2c1 | 5% | -14% | 0% | -23 | -40% | 6% | -20%
Cc1cc(C)cc(NC(=S)NC2CC3CCCC(C2)N3C2CCCC2)c1 (stereo not given) | 10% | 7% | -3% | -10 | 1% | -7% | 13µM*
O=C1NCCN1CCNS(=O)(=O)c1ccccc1[N+](=O)[O-] | -1% | 3% | -6% | 0 | -12% | 11% | 7%
CCCCn1c(Cc2ccccc2)nnc1SCC(=O)Nc1cc(C)on1 | 0% | -1% | 6% | 95 | -3% | 15% | -6%

Further compounds follow.
SMILES | LmPK inh | AmpC detergent | TbPYK inhibitor | HCMV inh | AmpC no deterg | AMA1-RON2 inh | Sm TGR block
Cc1cc(-c2nnc(SCC(=O)Nc3nc(-c4ccccc4)cs3)o2)no1 | 1% | ? | -4% | -26 | -51% | 117%[activator] | 1%
O=C1COc2ccc(C(=O)c3ccccc3C(=O)NCc3ccco3)cc2N1 | 0% | 3% | -7% | -13 | -13% | -10% | -33%
OCC1(CCc2ccccc2)CCN(Cc2ccc3nsnc3c2)CC1 | -5% | 0% | 5% | 13 | 92%[activator] | -13% | 0%
CSc1nsc(SCC(=O)Nc2ccc(F)cc2)n1 | -1% | ? | 7% | 67 | -41% | 8% | 2%
COc1ccc(S(=O)(=O)Nc2ccccc2C(=O)N2CCOCC2)cc1Cl | -12% | -1% | -4% | 27 | -5% | 16% | -5%
CC(=O)OC1=CN(Cc2ccccc2)S(=O)(=O)c2ccccc21 | . | 4% | -1% | -5 | . | . | 1%
COc1ccc(NC(=O)COC(=O)CCCc2c[nH]c3ccccc23)cc1OC | 7% | 4% | 6% | 20 | -4% | -11% | -12%
O=C(NCCC(=O)N1CCN(c2ccc(F)cc2)CC1)c1ccco1 | . | ? | 3% | -9 | 2% | 4% | 45µM*
CNC(=O)NC(=O)COC(=O)c1n[nH]c2ccccc12 | 3% | 4% | 4% | -19 | -11% | 2% | 11%
COc1ccc(NC(=O)CN(C)C(=O)c2ccc(S(=O)(=O)Nc3ccccc3C)cc2)cc1 | . | -17% | -3% | -12 | -7% | 35%[activator] | -2%
O=C(Nc1ccc(NC(=O)c2cc3ccccc3o2)cc1)c1ccccc1 | . | 12% | -4% | 3 | . | . | ?
COC(=O)C1=C(c2ccccc2OCc2ccccc2)C[C@@H]2CC[C@H]1N2C(=O)NCc1ccc([N+](=O)[O-])cc1 | . | -4% | 0% | 15 | -8% | 42%[activator] | -2%
Cc1ccc(C(=O)CSc2nc(C(C)C)nc3ccccc23)cc1 | -3% | -2% | -1% | -30 | 9% | 0% | 0%
COc1ccc(Cl)cc1Cn1c(C)c(C(=O)NCc2ccc(C#N)cc2)sc1=O | . | . | -7% | -2 | . | -2% | .
Cc1oc2ccc(O)c(CN(C)Cc3ccccc3)c2c1C(=O)Nc1cccc(Cl)c1C | . | -2% | -5% | -66* | . | . | -15%
CCN(Cc1ccccc1)C(=O)CCc1nc(-c2ccc(C)cc2)no1 | 8% | ? | 5% | 52 | 76%[activator] | 7% | -4%
CC(=O)C1=C(O)C(=O)N(Cc2cccnc2)C1c1ccccc1Cl (stereo not given) | 3% | -13% | 29% | ? | -9% | 10% | -5%
O=S(=O)(Nc1cc(Cl)ccc1-n1cncn1)c1ccc(F)cc1 | . | -10% | 5% | 0 | -27% | -7% | -14%
N#Cc1ccc(Oc2ncccn2)cc1 | . | . | -3% | 17 | . | 9% | .
COc1cccc(Cn2c(CNC(=O)C(C)C)nc3cccnc32)c1 | . | 6% | 1% | -21 | . | . | 5%
CCOc1ccc(-c2ccc(C=O)o2)c([N+](=O)[O-])c1 | -2% | -8% | -4% | 30 | -16% | -1% | -26%
COc1ccc2ccccc2c1C1NC(=O)c2ccccc2N1 (stereo not given) | . | . | 3% | -16 | . | 5% | .
CN(CC(=O)Nc1ccc(F)c(F)c1F)C(=O)c1nn(Cc2ccccc2)c(=O)c2ccccc12 | . | . | 0% | 0 | 0% | 0% | .
CCCCc1cc(=O)oc2c(C)c(OCC(=O)NCc3ccccn3)ccc12 | 1% | -3% | 0% | -25 | -17% | -2% | 5%
CC1=NOC(=O)/C1=C\c1ccc(-c2ccc(Br)cc2)o1 | -2% | ? | 5% | 37 | -39% | ? | ?

Next entries:
SMILES | LmPK inh | AmpC detergent | TbPYK inhibitor | HCMV inh | AmpC no deterg | AMA1-RON2 inh | Sm TGR block
COCCn1c(Br)nc2c1c(=O)n(C)c(=O)n2C | 5% | 5% | -5% | -28 | -4% | 12% | ?
O=C(CSc1nc2cc(C(=O)O)ccc2c(=O)n1-c1ccc(F)cc1)Nc1ccc(F)c(F)c1F | 6% | 2% | -2% | 10 | -24% | 9% | 3%
CC(OC(=O)Cc1ccc(F)cc1)C(=O)NCc1ccc2c(c1)OCO2 (stereo not given) | . | 0% | 3% | 1 | -14% | -1% | 1%
COc1cccc(CN2C[C@]34C=C[C@@H](C[C@@H]3S2(=O)=O)O4)c1 | -5% | 2% | 5% | -16 | 4% | 5% | -10%
O=C(NC1(C(=O)NC2CCCC2)CCCCC1)c1ccc2c(c1)OCO2 | -2% | -9% | 1% | 1 | -19% | -5% | 5%
CCOC(=O)C(C)Oc1cccc2c(=O)n(CC(=O)N3CCc4ccccc43)ccc12 (stereo not given) | 3% | ? | -4% | -10 | 30% | 5% | 9%
Cc1c(Cl)cccc1NC(=O)CSc1nc(=O)[nH]c2c1CCCC2 | . | 0% | 6% | 10 | . | . | 0%
Cc1cccc(/C=N/NC(=O)c2cc(Br)ccc2OCc2ccccc2)n1 | 1% | -13% | 1% | -35 | -21% | 25% | 20%
O=C(O)c1ccccc1C(=O)OC1CC2CCC1C2 (stereo not given) | . | . | -8% | 41 | . | 5% | .
CCCCN1CCC(CN2C(=O)C(=O)NC[C@@H]2Cc2ccccc2)CC1 | . | . | -6% | -23 | . | -14% | .
Nc1ccc(C(=O)OCc2nc3ccccc3s2)cc1 | 6% | -1% | 3% | 15 | -31% | -3% | 7%
COc1ccc(-c2ccc(C#N)c(OC(=O)c3c(Cl)cccc3Cl)n2)cc1 | -3% | -5% | -4% | -25 | . | -3% | -2%
Cc1[nH]n(-c2ccccc2)c(=O)c1C1(C(F)(F)F)C(=O)N(c2ccccc2)C2=C1C(=O)CC(C)(C)C2 (stereo not given) | 3% | -6% | -1% | -14 | -18% | 0% | -16%
CCOC(=O)Cc1csc(SCc2nc3ccccc3c(=O)[nH]2)n1 | 1% | -11% | 9% | 11 | -35% | 27% | 1%

High-throughput results: PubChem BioAssay, National Center for Advancing Translational Sciences (NCATS)
